Screening data from PubChem.
Vif-APOBEC3G blk: inhibitors of Vif-APOBEC3G interaction | Q9HC16 | HeLa A3G-eYFP + Vif (tagged APOBEC3G with the HIV-1 protein that degrades it), YFP fluorescence, overnight | Potency, µM (titrated, usually from 46.1 µM), without a hit: top-dose activity, negative = active, usual class: inhibitors | 410,000 tested, 0.076% active;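 further: potency means the concentration at half of the fitted maximal effect; on the % scale 0 is the no-effect control and ±100 the full control effect; nearly all actives have a fitted effect of over 60% in size; hits raise eYFP signal because A3G escapes Vif-driven loss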
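HeLa cells stably expressing Vif and C-terminally eYFP-tagged A3G, seeded overnight at 37 deg C, then exposed to compound by pintool overnight at 37 deg C. Rise in yellow fluorescence (Ex 488/Em 500-530, Acumen) marks blocked Vif-driven A3G degradation.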
D1 ag: activates the human D1 dopamine receptor. P21728. HEK293 T-REx D1 cells, calcium flux, agonist mode. activation, % at 2 µM. 360,000 tested, 1% active. AID 504660; in the data active means activation above about 30%; further: 0% is about no effect
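Tetracycline-induced HEK293 TREx D1 cells, force-coupled to calcium signalling, were dye-loaded with a no-wash calcium kit. Compound was pin-added after a 10 s baseline. Fluorescence was read kinetically at 1 cycle/s for 180 s, with calcium rises flagged as agonism.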
Vif-A3F inh: Vif-A3F binding inhibition; HeLa A3F-eYFP + Vif (tagged APOBEC3F with the HIV-1 protein that degrades it), YFP fluorescence increase; Potency, µM (doses to about 46.1 µM), without a hit: at the highest dose activity, negative = active; 390,000 tested, 0.2% active; further: potency means the concentration at half of the fitted maximal effect; % of control where 0% means no effect; nearly all actives have a fitted effect of over 65% in size
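Fluorescence increase (Ex 488/Em 500-530) after overnight compound treatment at 37 deg C flags inhibition of Vif-driven A3F-eYFP loss in stable HeLa A3F-eYFP/Vif cells seeded overnight beforehand.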
D1 antagonist: blocks dopamine activation of the human D1 receptor; P21728; HEK293 TREx D1 cells, calcium flux, dopamine EC80; active compounds read low; activity change, negative = inhibition, % at 10 µM; 360,000 tested, 3.2% active; AID 504652; in the data active means activity change below about -30%; further: on the % scale 0 is the no-effect control and ±100 the full control effect
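After overnight tetracycline induction at 30 C, force-coupled D1 HEK293 cells took up a no-wash calcium dye at room temperature. Compounds were added and monitored 180 s, and the response to EC80 dopamine was then recorded.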
D2 potentiator: D2 dopamine receptor (human) potentiation. HEK293 T-REx D2, calcium flux, EC20 dopamine potentiation. potentiation, % at 10 µM. 340,000 tested, 0.34% active. AID 485347;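 active means potentiation over 3 SD above the plate norm, cut at about 30% in these data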; further: 0% is about no effect
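Potentiation of an EC20 dopamine calcium response is measured in a force-coupled, tetracycline-inducible Hek293 Trex D2 line. Compound-only kinetic reads over 180 s flag agonists before dopamine addition.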
GRP78 ERSR act: induces the endoplasmic reticulum stress response in human glioma cells | Potency, µM, for the others: at the highest dose activation, hits mostly activators | U87-MG GRP78 promoter luciferase reporter, 16 h | 420,000 tested, 0.02% active; further: potency means the concentration at half of the fitted maximal effect; series mostly up to about 76 µM; % of control where 0% means no effect; nearly all actives have a fitted effect of over 35% in size
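ERSR induction read as luciferase luminescence (Bright-Glo, 10 min at room temperature) in stably transfected human U87-MG glioma cells exposed to compounds for 16 h, using GRP78 as sensor.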
D1 potentiator: potentiators of human D1 dopamine receptor; AID 504651; potentiation, % at 10 µM; 360,000 tested, 0.036% active; P21728; HEK293 TREx D1 cells, calcium flux, dopamine EC20 potentiation; in the data active means potentiation above about 30%; further: 0% is about no effect
RXFP1 antag: antagonists of human relaxin receptor RXFP1; Q9HBX9; HEK293-RXFP1, relaxin-stimulated cAMP HTRF, 30 min; active compounds read low; activity change, negative = inhibition, % at 57.5 µM; 350,000 tested, 0.59% active;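 active means activity change of -60% or lower, but not beyond a set lower limit; inconclusive means change between -60% and -40%, or beyond the set limit; inactive means change above -40%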; further: on the % scale 0 is the no-effect control and ±100 the full control effect
Target sequence (Q9HBX9 whole entry, looked up): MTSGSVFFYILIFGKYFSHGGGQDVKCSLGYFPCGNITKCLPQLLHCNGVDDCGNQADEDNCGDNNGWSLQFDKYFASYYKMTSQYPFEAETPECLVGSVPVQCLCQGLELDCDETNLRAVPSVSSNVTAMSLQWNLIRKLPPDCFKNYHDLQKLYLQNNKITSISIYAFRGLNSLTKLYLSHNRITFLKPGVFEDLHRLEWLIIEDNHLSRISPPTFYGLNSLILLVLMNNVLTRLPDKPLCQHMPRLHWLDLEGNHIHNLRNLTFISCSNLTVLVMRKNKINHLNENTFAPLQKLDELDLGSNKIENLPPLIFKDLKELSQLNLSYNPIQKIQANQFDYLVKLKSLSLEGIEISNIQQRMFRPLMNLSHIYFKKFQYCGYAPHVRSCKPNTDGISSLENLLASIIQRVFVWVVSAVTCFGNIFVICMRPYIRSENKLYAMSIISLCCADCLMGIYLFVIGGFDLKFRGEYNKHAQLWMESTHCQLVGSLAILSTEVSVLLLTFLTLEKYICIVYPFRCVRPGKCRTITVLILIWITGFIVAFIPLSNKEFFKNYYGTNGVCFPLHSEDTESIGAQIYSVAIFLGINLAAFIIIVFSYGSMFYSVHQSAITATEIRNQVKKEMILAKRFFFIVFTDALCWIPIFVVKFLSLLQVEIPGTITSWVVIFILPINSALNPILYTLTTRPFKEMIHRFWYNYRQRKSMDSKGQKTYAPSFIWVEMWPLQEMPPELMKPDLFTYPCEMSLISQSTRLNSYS
RXFP1 ag: activates the human relaxin receptor RXFP1; AID 2676; HEK293T-RXFP1 cAMP TR-FRET, 30 min; response scale: percent of porcine relaxin response, buffer zero; Q9HBX9; Potency, µM (highest dose often 57.5 µM), inactives show at the highest dose activation, hits mostly activators; 370,000 tested, 0.3% active; further: potency means the concentration at half of the fitted maximal effect; on the % scale 0 is the no-effect control and ±100 the full control effect; nearly all actives have a fitted effect of over 60% in size; many of its hits are not listed in these tables
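HEK293T cells stably expressing RXFP1 were pretreated with the PDE4 inhibitor Ro 20174, exposed to compounds for 30 min at 37C, lysed, and cAMP was read by TR-FRET. Data normalized to buffer (basal) and 29 nM porcine relaxin (100%).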
An asterisk follows results filed as active; ? = inconclusive; · = no result given; & = joins results of further samples. Unless noted, the call rests on the fitted dose curve; in most records, active means well fitted curve in the direction sought with a large enough effect; inconclusive means small, poorly fitted or top-dose-only effect, or another doubt; inactive means no such curve, though single readings can be large; an effect the other way counts as inactive or inconclusive. This is a subset, so the mix of outcomes need not match the whole.

Results follow in this order: D1 ag, RXFP1 ag, D1 antagonist, Vif-APOBEC3G blk, D1 potentiator, Vif-A3F inh, RXFP1 antag, GRP78 ERSR act, D2 potentiator
#1 O=C(CSc1ccccc1C(=O)NCc1ccccc1)NC1CCCCCCC1
  2, 0.0%, -84*, -1%, -5, 3%, ·, 1%, 14
#2 O=C(O)/C(CC(=O)c1ccc(Cl)cc1)=N/Nc1ccc([N+](=O)[O-])cc1[N+](=O)[O-]
  11, 0.5%, -23, -1%, -3, -3%, 0, -2%, ·
#3 COc1ccc(N2C(=O)C3CCCN3C2c2cccc(F)c2)cc1Cl (stereo not drawn)
  -1, 0.4%, -3, 2%, -1, -3%, 3, 0%, 4
#4 CN1CCN(c2nnc(-c3ccc(F)cc3)c3ccccc23)CC1
  2, 0.3%, 9, 6%, -2, 6%, -13, -2%, 3
#5 Cc1ccc(S(=O)(=O)N2CCC(C(=O)OCC(=O)N3CCC(C)CC3)CC2)cc1C
  1, -0.1%, -7, 1%, -3, 2%, -16, -2%, -14
#6 O=C(c1ccc(F)cc1)n1nc(-c2ccccc2)nc1NCc1ccc(F)cc1
  10, 1.1%, -29, -1%, -5, -2%, ·, -1%, -7
#7 CCCn1nc(NC(=O)CC)c2cc3cccc(C)c3nc21
  3, 0.0%, -16, -2%, -11, -1%, -3, -2%, 1
#8 O=S1(=O)CCN=C2SC3=C(CCCC3)N21
  0, 0.3%, -2, -2%, 6, -4%, 12, -2%, -4
#9 CCC(C)NC(=O)Cn1c(=O)n(CCCCCC(=O)Nc2ccccc2)c(=O)c2sccc21 (stereo not drawn)
  -3&-1, 4.5%&0.0%, 1&2, 6%&-1%, 0&3, 0%&-12%, -3&6, 2%&1%, -6&-4
#10 CC/C(=N\NC(=O)c1ccc(Br)cc1)c1ccccc1
  2, -1.2%, 4, 0%, -3, -7%, -5, 0%, -26
#11 Cc1cccc(NC(=O)CNC(=O)CN2C(=O)NC3(CCc4ccccc43)C2=O)c1C (stereo not drawn)
  6, -0.3%, -8, -1%, -1, -37%, -6, -2%, -6
#12 COc1ccc2[nH]c(=O)c(CN(C(=O)NC3CCCCC3)C3CCCCC3)cc2c1
  3, 3.4%, 15, 0%, -2, ?, -6, -4%, -1
#13 CCOc1ccc(OCC)c(NC(=O)c2ccc(CNc3c(N4CCOCC4)c(=O)c3=O)cc2)c1
  3, 1.6%, -7, 1%, -5, 6%, -2, -5%, -19
#14 COc1ccc(CNC(=O)CN(c2cc(C)cc(C)c2)S(=O)(=O)c2c(C)noc2C)cc1
  1, 0.2%, -6, 4%, -3, -6%, ·, 0%, 6
#15 CCN(CC(=O)Nc1cccc(C(C)=O)c1)S(=O)(=O)c1ccccc1
  3, -0.3%, -6, 1%, 5, 9%, 1, -2%, 10

Shown screen by screen: 2 of the compounds above
(2) O=C(O)/C(CC(=O)c1ccc(Cl)cc1)=N/Nc1ccc([N+](=O)[O-])cc1[N+](=O)[O-]
(3) COc1ccc(N2C(=O)C3CCCN3C2c2cccc(F)c2)cc1Cl (stereo not drawn)
Assay by compound	2	3
D1 ag	11	-1
RXFP1 ag	0.5%	0.4%
D1 antagonist	-23	-3
Vif-APOBEC3G blk	-1%	2%
D1 potentiator	-3	-1
Vif-A3F inh	-3%	-3%
RXFP1 antag	0	3
GRP78 ERSR act	-2%	0%
D2 potentiator	·	4

From entry 1 as far as 2, as listed above:
Results follow in this order: D1 ag, RXFP1 ag, D1 antagonist, Vif-APOBEC3G blk, D1 potentiator, Vif-A3F inh, RXFP1 antag, GRP78 ERSR act, D2 potentiator
#1 O=C(CSc1ccccc1C(=O)NCc1ccccc1)NC1CCCCCCC1
  2, 0.0%, -84*, -1%, -5, 3%, ·, 1%, 14
#2 O=C(O)/C(CC(=O)c1ccc(Cl)cc1)=N/Nc1ccc([N+](=O)[O-])cc1[N+](=O)[O-]
  11, 0.5%, -23, -1%, -3, -3%, 0, -2%, ·

Continuation.
Results follow in this order: D1 ag, RXFP1 ag, D1 antagonist, Vif-APOBEC3G blk, D1 potentiator, Vif-A3F inh, RXFP1 antag, GRP78 ERSR act, D2 potentiator
#16 CCOC(=O)N1CCN(S(=O)(=O)c2ccc3c(c2)NC(=O)CO3)CC1
  ·, ·, ·, 0%, ·, 3%, -14, -4%, ·
#17 OCc1nc2ccccc2n1C/C=C/c1ccccc1
  10, 0.6%, -9, 0%, -6, -6%, -2, 0%, -1
#18 Cc1cc(C(=O)NCC(=O)OCC(=O)NCC2CCCO2)ccc1[N+](=O)[O-] (stereo not drawn)
  2, 1.8%, -13, -5%, -1, 1%, -10, -1%, 14
#19 Cc1cc(C)n(CCN(C)c2nc3nonc3nc2N2CCCCC2)n1
  0, -1.7%, 0, 1%, -4, 12%, -16, -5%, 22
#20 Cc1nnsc1-c1nnc(SCC(=O)c2ccc(F)cc2)n1C1CC1
  1, 0.4%, 27, -1%, 0, 3%, 6, -3%, 3
#21 CCOC(=O)c1cc(-c2ccccc2)n(CC(=O)N2CCCC2)c1C
  4, -1.0%, -21, -1%, -1, 2%, -5, -3%, -1
#22 Cc1cccc(NC(=O)CSCC(=O)N2CCN(c3cccc(C(F)(F)F)c3)CC2)c1
  4, 1.3%, 2, 1%, -9, 7%, 3, 0%, 2
#23 Cc1ccc(C(=O)N/N=C\c2c(C)nn(-c3ccccc3)c2Cl)cn1
  3, 19%, 3, -6%, 0, -7%, 22, 2%, -4
#24 Cc1ncc[nH]1
  0, -1.3%, ·, 0%, 2, 6%, ·, -3%&-3%, 3
#25 CC(C)(C)c1ccc(C(=O)Nc2nonc2-c2nc3ccccc3[nH]2)cc1
  -1, -1.2%, -3, 3%, 2, 6%, 0, -4%, 1
#26 CC1CCN(S(=O)(=O)c2ccc(NC(=O)[C@@H]3CCCC[C@@H]3C(=O)O)cc2)CC1
  3, 1.8%, -2, 0%, -9, 2%, 2, -6%, 13
#27 O=C(c1ccc(F)cc1F)N1CCC(c2noc(-c3ccc(S(=O)(=O)N4CCCC4)cc3)n2)CC1
  -1, -0.1%, 6, 2%, 5, 4%, -3, -3%, -3
#28 CCN(CC(=O)NC1CCS(=O)(=O)C1)Cc1nc2c(Br)cc(Br)cc2c(=O)[nH]1 (stereo not drawn)
  2, 28%, 2, 0%, 15, -12%, 13, 1%, 9
#29 CC(C)(C)c1ccc(C(=O)NCCC(=O)N2CCCC2)cc1
  3, -1.3%, -11, -5%, -1, 1%, -9, -4%, 6
#30 COc1ccc(Cc2noc(=O)[nH]2)cc1
  ·, ·, ·, 5%, ·, 2%, 14, -7%, ·
#31 COc1ccc(-c2oc3cccnc3c2C#CC2(O)CCCCC2)cc1
  1, 7.0%, 5, -14%, -2, 4%, ·, -4%, 0
#32 COc1ccc(/C=N/n2cc(-c3ccccc3)nc2N)cc1
  2, -0.7%, -3, ?, -7, -19%, -2, 2%, 6
#33 COc1ccc(CNC(=O)c2ccc(Cn3nc(C)cc3C)o2)cc1
  0, 0.8%, 24, 1%, -6, -3%, 15, -6%, 11
#34 CCC(Sc1nc2ccsc2c(=O)n1Cc1ccc(C(=O)O)cc1)C(=O)Nc1ccc(C)c(Cl)c1 (stereo not drawn)
  5, 2.0%, 0, -3%, -1, 6%, -12, -1%, 11
#35 COC(=O)c1ccc([C@H]2Nc3ccc(S(=O)(=O)Nc4ccc(F)cc4)cc3[C@H]3C=CC[C@H]32)cc1
  3, 3.5%, 7, 0%, 0, 2%, -18, -3%, -14
#36 CCc1nnc(NC(=O)CSc2nc3[nH]c(=O)cc(O)c3s2)s1
  2, 0.5%, 4, -5%, 0, -9%, 5, -3%, -10
#37 CCC1CCCCN1CCCNC(=O)Cn1cnc2sc(C)c(S(=O)(=O)N3CCC(C)CC3)c2c1=O (stereo not drawn)
  1, 3.2%, 6, 1%, -4, 12%, 9, -2%, -3
#38 O=C(NCCO)/C(=C\c1ccco1)NC(=O)c1ccco1
  3, 1.6%, 1, 0%, 1, 9%, 5, 1%, -1
#39 COc1ccc([N+](=O)[O-])cc1NC(=O)CN(C)S(=O)(=O)c1ccccc1
  1, 2.2%, -21, -5%, -2, 17%, 0, -2%, -3
#40 CCc1nc(C)cn1S(=O)(=O)c1cc(C)c(OC)cc1C
  3, 1.1%, -17, 5%, -5, 0%, ·, -6%, -22
#41 COc1ccc(-c2nnc(Nc3ccc(OC)c(C(N)=O)c3)c3ccccc23)cc1
  -1, 2.3%, -21, -8%, 0, 9%, -17, -1%, 1
#42 CN(CC(=O)Nc1ccc(OC(F)(F)F)cc1)S(=O)(=O)c1ccc2c(c1)CCC(=O)N2
  7, -1.0%, -5, 3%, -3, -1%, -6, -3%, -5
#43 C=CCn1c(=O)c2ccccc2n2c(SCC(=O)NCc3cccs3)nnc12
  1, 1.9%, 3, -3%, 0, -7%, -21, -4%, 1
#44 O=C(CCOc1ccccc1)Nc1ccccc1
  1, -3.2%, -8, 0%, -2, 2%, -4, ?, 16
#45 O=C(c1ccc(Cl)cc1Cl)N1CCN(c2ccccn2)CC1
  4, -3.2%, -5, 0%, -2, 5%, -12, -2%, -3

One compound at a time (already shown).
Profile of CN(CC(=O)Nc1ccc(OC(F)(F)F)cc1)S(=O)(=O)c1ccc2c(c1)CCC(=O)N2 : D1 ag: 7; RXFP1 ag: -1.0%; D1 antagonist: -5; Vif-APOBEC3G blk: 3%; D1 potentiator: -3; Vif-A3F inh: -1%; RXFP1 antag: -6; GRP78 ERSR act: -3%; D2 potentiator: -5
Profile of COc1ccc(CNC(=O)c2ccc(Cn3nc(C)cc3C)o2)cc1 : D1 ag: 0; RXFP1 ag: 0.8%; D1 antagonist: 24; Vif-APOBEC3G blk: 1%; D1 potentiator: -6; Vif-A3F inh: -3%; RXFP1 antag: 15; GRP78 ERSR act: -6%; D2 potentiator: 11
Profile of O=C(c1ccc(Cl)cc1Cl)N1CCN(c2ccccn2)CC1 : D1 ag: 4; RXFP1 ag: -3.2%; D1 antagonist: -5; Vif-APOBEC3G blk: 0%; D1 potentiator: -2; Vif-A3F inh: 5%; RXFP1 antag: -12; GRP78 ERSR act: -2%; D2 potentiator: -3
